STAT3 act: activators of IL-6 induced STAT3 signaling; AID 871; activation (% of control), % at 5.6 µM; hit rate 0.91% among 190,000; U3A cells, IL-6 STAT3-luciferase reporter, luminescence; 100% = signal with IL-6 EC80 alone;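 active means activation above the screen-wide mean of compound activation plus 3 SD, cut at about 130% in these data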;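 further: 0% = background luminescence of wells with medium and substrate only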
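Material: human U3A cells carrying STAT3-luciferase construct. Measured by: reporter luminescence signal. Timing: compound 1 h, then IL-6 6 h at 37 °C.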
STAT3 inh: inhibitors of IL-6 induced STAT3 signaling; U3A cells, IL-6 STAT3-luciferase reporter, luminescence; host cell line lacks STAT1; inhibition, % at 5.5 µM; hit rate 0.89% among 190,000;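 active means inhibition above the mean inhibition across all screened compounds plus 3 SD, cut at about 44% in these data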;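 further: 0% = DMSO only wells and 100% = 100 µM nifuroxazide control wells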
ROMK primary: modulates human ROMK potassium channel activity. P48048. Tet-inducible ROMK, thallium flux fluorescence; actives lie on both sides. B-score at 10 µM. hit rate 2% among 130,000. AID 1918;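 active means signal ratio slope over the read window, or its plate-corrected B-score, at least 3 SD from the plate mean, either direction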;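 further: B-score of the F/F0 ratio slope over 7 to 12 s after thallium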
Target sequence (P48048 whole entry, looked up): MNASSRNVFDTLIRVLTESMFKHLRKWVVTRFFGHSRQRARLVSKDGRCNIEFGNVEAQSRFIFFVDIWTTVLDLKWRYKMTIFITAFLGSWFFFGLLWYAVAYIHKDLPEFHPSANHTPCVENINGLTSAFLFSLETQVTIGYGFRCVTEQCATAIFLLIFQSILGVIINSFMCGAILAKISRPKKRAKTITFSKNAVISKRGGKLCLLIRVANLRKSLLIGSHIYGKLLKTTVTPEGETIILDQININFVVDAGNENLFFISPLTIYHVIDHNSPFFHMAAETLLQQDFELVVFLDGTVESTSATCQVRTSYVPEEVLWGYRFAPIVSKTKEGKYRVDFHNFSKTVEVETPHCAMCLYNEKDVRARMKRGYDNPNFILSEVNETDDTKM
PPARg SRC3 recr: agonists of human PPARgamma SRC-3 coactivator recruitment; biochemical PPARgamma/SRC-3 coactivator recruitment assay; activation, % at 8 µM; hit rate 0.26% among 200,000; AID 731; in the data active means activation above about 23%;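 further: 0% = DMSO and 100% = reference agonist; some compounds past the cut are filed as inactive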
PPARg SRC-2 ag: agonists of SRC-2 recruitment by human PPARgamma. activation, % at 8 µM. PPARgamma LBD-SRC-2 recruitment, biochemical. hit rate 0.34% among 200,000. AID 1032. P37231; in the data active means activation above about 22%;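 further: 0% = vehicle and 100% = reference agonist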
TNAP act hiacc: activators of human TNAP at high phosphate acceptor concentration; P05186; purified TNAP, CDP-star luminescence, 1 M DEA, 30 min; stronger effect = higher value; 0 = EDTA background, 1 = DMSO-only activity; activation factor at 20 µM; 200,000 tested, under 10 active;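 active means activation factor at least 2 at 20 µM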
Target sequence (P05186 whole entry, looked up): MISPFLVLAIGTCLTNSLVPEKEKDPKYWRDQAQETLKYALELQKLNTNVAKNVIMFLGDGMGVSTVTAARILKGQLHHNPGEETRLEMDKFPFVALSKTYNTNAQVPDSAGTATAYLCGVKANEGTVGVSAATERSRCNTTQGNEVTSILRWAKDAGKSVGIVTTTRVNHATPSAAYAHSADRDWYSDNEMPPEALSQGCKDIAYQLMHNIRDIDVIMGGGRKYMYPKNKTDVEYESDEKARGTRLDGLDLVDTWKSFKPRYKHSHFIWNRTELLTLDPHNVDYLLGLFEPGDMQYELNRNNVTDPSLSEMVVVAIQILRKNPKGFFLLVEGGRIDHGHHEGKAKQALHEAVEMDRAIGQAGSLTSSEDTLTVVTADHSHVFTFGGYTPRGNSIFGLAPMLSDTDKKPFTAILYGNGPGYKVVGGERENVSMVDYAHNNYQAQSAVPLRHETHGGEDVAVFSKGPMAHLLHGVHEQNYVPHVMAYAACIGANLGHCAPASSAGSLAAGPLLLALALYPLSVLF
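Measured by: Luminescent substrate turnover signal | Test system: Human TNAP | Input: TNAP 1/800 final | Dosing: 20 µM single point | Schedule: 30 min, room temperature | Controls: EDTA wells as negative control, DMSO wells as positive control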
bIAP inhibitor: intestinal alkaline phosphatase (bovine) inhibition; AID 1019; inhibition, % at 20 µM; 190,000 tested, under 10 active; purified bovine IAP, CDP-star luminescence, 30 min;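 active means over 50% inhibition of intestinal alkaline phosphatase at 20 µM in the single-dose screen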
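test system = bovine IAP enzyme | medium = DEA buffer 100 mM, pH 9.8, with MgCl2 1.0 mM, ZnCl2 0.02 mM | detection = luminescence | dosing = single compound dose of 20 µM, 2% DMSO final | incubation = 30 min reaction at room temperature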
STAT1 inh: reduces IFN-gamma driven STAT1 reporter signal. NIH 3T3 STAT1-luciferase reporter, luminescence. inhibition, % at 5.5 µM. hit rate 0.35% among 200,000;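 active means inhibition above a set limit, the mean inhibition across all tested compounds plus 3 SD, cut at about 34% in these data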;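 further: 0% = IFN-gamma with DMSO and 100% = IFN-gamma with 300 µM nifuroxazide; values of inactives mirror those of a sister screen read the other way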
SRC2 TRFRET art: TR-FRET artefact, counter-screen to PPARgamma/SRC-2 agonist assay; stronger effect = higher value; TR-FRET ratio at 8 µM; hit rate 0.4% among 200,000; AID 1049; in the data active means TR-FRET ratio above about 2000; further: inactives centre near 1500
PPARg SRC1 recr: PPARgamma-driven SRC-1 recruitment agonism. P37231. activation, % at 8 µM. AID 631. hit rate 0.41% among 200,000. PPARgamma-SRC-1 coactivator recruitment biochemical assay; in the data active means activation above about 19%;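 further: 0% = DMSO and 100% = reference agonist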
bIAP act: increases bovine intestinal alkaline phosphatase activity | purified bovine IAP, CDP-star luminescence, 30 min; stronger effect = higher value; fold of DMSO-control signal, blank-subtracted | activation factor at 20 µM | hit rate 0.17% among 200,000 | AID 1016;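 active means activation factor of 2 or more at 20 µM, a signal rise over negative controls twice the positive control's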
* hit, by the source's call; . = no result given.

SMILES	STAT3 act	STAT3 inh	ROMK primary	PPARg SRC3 recr	PPARg SRC-2 ag	TNAP act hiacc	bIAP inhibitor	STAT1 inh	SRC2 TRFRET art	PPARg SRC1 recr	bIAP act
CCCCn1c(-c2ccco2)nc2ccccc2c1=O	102	2	.	3	1	1	7	-10	1512	0	0.9
O=C(Nc1ccc(S(=O)(=O)NC2=NCCCCC2)cc1)c1ccc2ccccc2n1	85	19	-0.076	2	3	1	-11	-10	1635	-2	1.1
Cn1c(=O)c2c(nc(SCCN3CCCCC3)n2Cc2ccccc2)n(C)c1=O	96	12	-1.2	3	7	1	3	-16	1423	1	1
Cc1c(Cl)ccc2c(C(N)=O)cc(-c3ccccn3)nc12	111	0	0.35	4	2	1	0	-9	1639	5	1
CCCCCCNCc1c(F)cccc1Cl	94	7	0.93	0	0	1.1	-1	-3	1626	-1	1
COCC(C)NC(=O)c1ccccc1[N+](=O)[O-] (centres undefined)	92	14	0.049	-2	0	1	-1	9	1455	4	1
COc1ccc(-n2cc3c(-c4cccc(Br)c4)nnc(C)c3n2)cc1	91	9	-0.64	1	-3	1	-9	-23	1531	-6	1.1
Cc1ccc(S(=O)(=O)NCC(=O)N(CC(=O)NC2CCCCC2)Cc2ccco2)cc1	94	10	.	-8	2	1	5	8	1406	-8	0.9
COc1ccccc1NC(=O)CSc1nnc(C)n1Cc1ccccc1	101	5	0.2	5	-1	1	-8	12	1796	6	1.1
O=C(NNC(=S)NCc1ccc(Cl)cc1)c1ccc2c(c1)OCO2	99	13	1.4	-5	0	1.1	15	-1	1485	-11	0.8
COc1ccc(-c2coc3cc4oc(=O)c5ccccc5c4cc23)cc1F	111	-9	.	-6	2	1	8	0	1461	-1	0.9
COC(=O)C(NC(C)=O)(Nc1ccc(Br)cc1)C(=O)OC	99	9	0.34	-12	1	1	0	4	1578	3	1
O=C(NCc1ccc(Cl)cc1)C(=O)NCC(c1ccco1)N1CCOCC1 (centres undefined)	100	-2	-0.16	-2	2	1	35	8	1551	4	0.7
CC(=O)Nc1nc(-c2ccccc2)nc(C)c1C(C)=O	87	19	.	9	12	1.1	8	7	1609	6	0.9
Cc1cccc(NC(=O)CNC(=O)COc2ccc(C(=O)c3ccc(F)cc3)cc2)c1C	96	8	0.13	3	1	1.1	-18	7	1480	3	1.2
CCOC(=O)c1c(C)n(C)c2ccc(OC)c(NC(=O)c3cccs3)c12	98	6	-0.8	22	9	1.1	10	-7	1455	-1	0.9
COCc1[nH]nc2c1C1(C(=O)Nc3ccc(F)cc31)C(C#N)=C(N)O2 (centres undefined)	99	7	.	0	7	1.1	-1	0	1447	6	1
COc1ccc(N=C2C(=Nc3ccc(OC)cc3)N(c3ccccc3)C(=S)N2C(=O)c2ccc(Cl)cc2)cc1	107	-5	.	-3	-10	0.8	2	-20	1673	2	1
CCOC(=O)c1ccc(NS(=O)(=O)c2cccc3nsnc23)cc1	97	6	.	1	13	1.1	-4	-3	1704	6	1
O=C(Cn1cnc2ccccc2c1=O)N(Cc1ccco1)c1ccc(O)cc1	103	1	0.49	4	6	1	9	5	1678	6	0.9
CCn1cc(Cl)c(C(=O)Nc2ccccc2C(N)=O)n1	102	2	-1.3	3	5	1	-1	-7	1532	8	1
CCS(=O)(=O)N1CCN=C1SCc1cccnc1	104	2	0.052	0	1	1	-7	-11	1587	0	1.1
COc1ccccc1-c1nnc(NC(=O)C(C)C)s1	110	-8	.	8	7	1	6	15	1559	6	0.9
COc1cc(NC(=S)N2CCCC(CO)C2)c(OC)cc1Cl (centres undefined)	93	12	-0.39	5	7	1.1	10	11	1777	-1	0.9
CC1CCCC(NC(=O)NC(=O)CCl)C1C (centres undefined)	98	0	-1.6	-2	-1	1	-6	12	1311	-2	1.1
CCOC(=O)c1cc(-c2ccc(OC)cc2)nn1-c1ccc(C(=O)O)cc1	101	1	0.35	-1	-5	1	0	4	1425	8	1
COc1ccc(/C=N/NC(=O)c2ccccc2)cc1OS(=O)(=O)c1ccccc1	103	0	.	-5	5	1	-8	6	1539	2	1.1
COc1ccc(N(CC(O)CN2CCCCC2)S(=O)(=O)c2ccc(C)cc2)cc1 (centres undefined)	102	0	.	4	-3	1.1	0	-7	1647	12	1
CC(C)(C)n1ncc2c(=O)n(CC(=O)N3CCc4ccccc43)cnc21	100	3	-0.9	8	-4	1	8	1	1614	4	0.9
Fc1ccccc1CSc1nc2ncc(Br)cc2[nH]1	101	7	0.15	7	24*	1	-13	-1	1920	3	1.1
N#Cc1ccc(-c2ccc(F)cc2)nc1Oc1ccc(F)cc1	102	3	.	2	1	1	-1	9	1624	-1	1
C=CCNc1nc2ccccc2c(=O)[nH]1	102	-1	-0.67	-2	-5	1	-1	-4	1476	2	1
COc1ccccc1N1CCN(C(=O)c2cccc(Oc3ccccc3)c2)CC1	97	6	1.2	2	4	1.1	-16	9	1574	-1	1.2
Cc1[nH]c2ccc(-c3nnc(SCC(=O)N4CCCc5ccccc54)o3)cc2c1C	95	8	0.25	-8	-9	1	0	13	1459	2	1
COc1ccc(C(=O)/C(=C\c2sccc2C)c2nc3ccccc3o2)cc1	104	4	-0.51	17	15	1	-48	-6	1661	9	1.5
CCc1ccc(NC(=O)c2ccc(F)c(S(=O)(=O)NCC3COc4ccccc4O3)c2)cc1 (centres undefined)	97	3	.	5	-2	1	27	1	1624	-4	0.7
CCCCn1c(N)c(-c2nc3ccccc3s2)c2c([N+](=O)[O-])nn(C)c(=O)c21	72	38	1.4	17	4	1	19	10	1698	2	0.8
O=C(/C=C/c1cccc([N+](=O)[O-])c1)c1cccs1	94	5	-0.73	5	7	1	-11	5	1580	-1	1.1
Cc1c(NS(C)(=O)=O)c(=O)n(-c2ccccc2)n1C	101	5	.	-1	4	1	6	-5	1521	6	0.9
CCN(CC)Cc1c(O)ccc2c(=O)c(-c3ccc4c(c3)OCCO4)coc12	94	11	.	1	4	1	-3	1	1531	8	1

Arranged by number of heavy atoms (descending): eleven of the compounds above.
SMILES	STAT3 act	STAT3 inh	ROMK primary	PPARg SRC3 recr	PPARg SRC-2 ag	TNAP act hiacc	bIAP inhibitor	STAT1 inh	SRC2 TRFRET art	PPARg SRC1 recr	bIAP act
CCc1ccc(NC(=O)c2ccc(F)c(S(=O)(=O)NCC3COc4ccccc4O3)c2)cc1 (centres undefined)	97	3	.	5	-2	1	27	1	1624	-4	0.7
Cc1[nH]c2ccc(-c3nnc(SCC(=O)N4CCCc5ccccc54)o3)cc2c1C	95	8	0.25	-8	-9	1	0	13	1459	2	1
COc1ccccc1N1CCN(C(=O)c2cccc(Oc3ccccc3)c2)CC1	97	6	1.2	2	4	1.1	-16	9	1574	-1	1.2
CCN(CC)Cc1c(O)ccc2c(=O)c(-c3ccc4c(c3)OCCO4)coc12	94	11	.	1	4	1	-3	1	1531	8	1
COc1ccc(C(=O)/C(=C\c2sccc2C)c2nc3ccccc3o2)cc1	104	4	-0.51	17	15	1	-48	-6	1661	9	1.5
CC(C)(C)n1ncc2c(=O)n(CC(=O)N3CCc4ccccc43)cnc21	100	3	-0.9	8	-4	1	8	1	1614	4	0.9
N#Cc1ccc(-c2ccc(F)cc2)nc1Oc1ccc(F)cc1	102	3	.	2	1	1	-1	9	1624	-1	1
COc1cc(NC(=S)N2CCCC(CO)C2)c(OC)cc1Cl (centres undefined)	93	12	-0.39	5	7	1.1	10	11	1777	-1	0.9
CCn1cc(Cl)c(C(=O)Nc2ccccc2C(N)=O)n1	102	2	-1.3	3	5	1	-1	-7	1532	8	1
Fc1ccccc1CSc1nc2ncc(Br)cc2[nH]1	101	7	0.15	7	24*	1	-13	-1	1920	3	1.1
CCS(=O)(=O)N1CCN=C1SCc1cccnc1	104	2	0.052	0	1	1	-7	-11	1587	0	1.1

Next results follow.
SMILES	STAT3 act	STAT3 inh	ROMK primary	PPARg SRC3 recr	PPARg SRC-2 ag	TNAP act hiacc	bIAP inhibitor	STAT1 inh	SRC2 TRFRET art	PPARg SRC1 recr	bIAP act
CCOC(=O)Cc1csc(NC(=O)c2ccc3c(c2)OCO3)n1	93	14	.	8	-2	1.1	13	-3	1505	13	0.9
CCNC(=O)NC(=O)COC(=O)CCc1nc(=O)c2ccccc2n1C	111	-13	0.61	-3	4	1	4	8	1496	8	1
N#Cc1c(-c2ccccc2)nc2n(-c3ccccc3)nc(C(=O)Nc3ccccc3)n2c1=O	97	2	-0.22	6	-1	1	20	17	1349	0	0.8
C=CCn1c(SCc2nc3c(c(=O)[nH]c(=O)n3CCCC)n2CCC)nnc1-c1ccccc1	109	0	.	1	3	1	-3	4	1639	6	1
COc1ccc(NC(=O)N/C=C/c2ccccc2)cc1	95	13	0.79	-3	10	1.1	-2	-61	1669	-2	1
CCCCOc1ccc(CN(C)c2ncnc(N)n2)cc1	107	-4	0.77	-5	5	1.1	-8	0	1552	4	1.1
O=C(CSc1nc2ccccc2[nH]1)Nc1ccc(F)cc1	83	28	.	-8	5	1.1	-16	0	1425	-7	1.2
COc1ccc(N2C(=O)CCC(C(=O)N3CCC(C(N)=O)CC3)C2c2ccc(F)cc2)cc1 (centres undefined)	105	-3	-0.073	2	3	1	9	11	1794	-5	0.9
Cc1nnc(SCC(=O)Nc2cccc(S(=O)(=O)N(C)c3ccccc3)c2)s1	86	15	.	-3	-9	1	25	16	1436	1	0.8
Cc1sc2nc(SCC(=O)c3cc(C)n(CC4CCCO4)c3C)n(C(C)C)c(=O)c2c1C (centres undefined)	107	-2	.	-5	12	1.1	7	7	1536	7	0.9
O=C(CCCN1C(=O)/C(=C/c2ccco2)SC1=S)Nc1ccccc1	103	-2	.	6	4	1	19	8	1641	-4	0.8
Cc1ccc(S(=O)(=O)N2CCOCC2)cc1C(=O)Nc1c(C)n(C)n(-c2ccccc2)c1=O	101	2	.	23	-2	1.1	4	-1	1468	3	1
COc1ccc([N+](=O)[O-])cc1NC(=O)CC(C)c1ccccc1 (centres undefined)	88	20	0.16	5	10	1.1	28	-4	1443	6	0.7
N#Cc1c(/N=C/c2cc(Br)cs2)sc2c1CCC2	97	8	.	6	6	.	.	-22	1609	5	.
COCCn1c(CN2CCN(c3ccc(OC)cc3)CC2)nc2c1c(=O)n(C)c(=O)n2C	98	3	-0.49	8	-7	1.1	-6	11	1460	-3	1.1
N#Cc1c(NC(=O)CCC(=O)O)sc2c1CCCC2	100	3	-0.17	7	3	1	12	-3	1359	-1	0.9
CCCC(=O)NC(Nc1cc(C(F)(F)F)ccc1Cl)C(Cl)(Cl)Cl (centres undefined)	104	7	.	-13	-2	1	9	4	1589	-5	0.9

Assay outcomes from PubChem BioAssay.

The order is random; overall some 3.7% were active at least once.
